# SSB-PriA inh – K. pneumoniae PriA-SSBct interaction inhibition; AID 1272365; inhibition, % at 33 µM; actives 0.6% (n = 430,000); AlphaScreen SSBct-PriA binding, biotinylated peptide; in the data active = inhibition mostly above about 37%, no sharp cut-off; inactive = mostly below about 20%;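 note: plate controls were negative control peptide for no effect and reference peptide for full effect; strong numbers were not always called active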
# * marks the source's active call; other numbers are inactive results; & = joins results of further samples. Only part of the results is shown (hit frequency here may not be typical).
SMILES,SSB-PriA inh
O=C(CCN1C(=O)c2ccccc2S1(=O)=O)Nc1ccc(Br)cc1F,-11
CS(=O)(=O)C1CCN(C(=O)Nc2ccc(C(F)(F)F)cc2)CC1,-3
N#Cc1c(N=CN2CCCC2)oc(-c2ccccc2)c1-c1ccccc1,-19
O=C(CNC(=O)c1ccccc1)NN=Cc1ccc([N+](=O)[O-])s1,-3
Cc1ccc2ncnc(N)c2c1,-19
O=S(=O)(NCC[C@H](O)c1ccccc1)c1cccc(C(F)(F)F)c1,-12
O=C(NC(=S)NCc1ccco1)c1ccc(Br)o1,45*
COc1ccc2nc(NC(=O)COc3ccccc3)sc2c1,4
Cc1ccc2c(c1)c(-c1ccccc1)c(-c1ccccc1)n2CC(O)Cn1cnc(-c2ccccc2)c1-c1ccccc1 (stereo not given),-15
O=C(Nc1ccc2c(c1)OCO2)c1cccc(NS(=O)(=O)c2ccc(Cl)cc2)c1,14
COC(=O)c1ccc([C@H]2NC(=O)NC3=C2C(=O)N(CCO)C3)cc1,4
Cc1nsc(C(=O)NCCCn2ncccc2=O)n1,-13
CCOc1ccc(N(CC(=O)NN=C(C)c2cccc(NC(C)=O)c2)S(=O)(=O)c2ccccc2)cc1,1
OCCN1CCN(C[C@@H](O)Cn2c3ccc(Br)cc3c3cc(Br)ccc32)CC1,-15
NC(=O)c1c(NC(=O)c2ccc([N+](=O)[O-])cc2[N+](=O)[O-])sc2c1CCCC2,6
CCC(=O)Nc1ccc2c(c1)N(C(C)=O)CC2,-12&-7
COc1ccc(-n2c(O)c(C=C3C=Nc4ccccc43)c(=O)[nH]c2=O)cc1,-14
COc1cc(C(=O)/C(=C/c2cccc([N+](=O)[O-])c2)c2nc3ccccc3o2)cc(OC)c1OC,1
CN1C(/C=C/c2ccccc2Cl)=Nc2cccc3cccc1c23,20
Cc1ccc(C(CNC(=O)C(=O)NCCc2c[nH]c3ccccc23)N2CCN(C)CC2)cc1 (stereo not given),0
Nc1nc(-c2ccccn2)nc2sccc12,126*
O=C(C1CCCCC1)N1CCN(c2ccc(-c3ccncc3)nn2)CC1,-6
NC(=O)c1cc([C@@H]2CCCCN2C(=O)c2cc3ccccn3c2)[nH]n1,5
CCOc1ccc(S(=O)(=O)N2CCN(c3ccc(-c4cccnc4)nn3)CC2)cc1,-2
COc1cc(COCC2CCN(CC(=O)NC[C@H]3CCCO3)CC2)cc(OC)c1,-12
Cc1ccc(S(=O)(=O)N(C[C@H](O)CN2CCCCC2)c2ccc(F)cc2)cc1,-1
CN(C)CCCN(C(=O)c1cccc(Cl)c1)c1nc2ccc(F)cc2s1,-14
Cc1cc(Cl)ccc1OCC(=O)NN=C1CCCc2ccccc21,2
Cc1nnc(NN=Cc2c[nH]c3ccccc23)[nH]c1=O,-4
Cc1cc(OC2CCN(C(=O)CCc3ccccc3Br)CC2)cc(=O)n1C,-5
CONC(=O)c1csc(Nc2cccc(C)n2)n1,0
CCOC(=O)c1ccc(NC(=O)Cn2c(=O)n(Cc3ccccc3)c(=O)c3nn(CC)cc32)cc1,-1
CC(C)(C)NC(=O)CCN(N=Cc1ccccc1O)C1=NS(=O)(=O)c2ccccc21,-21
COc1cn2c(cc1=O)C(=O)N(CCNC(=O)c1c(F)cccc1Cl)CC2,3
CCn1c(SCC(=O)c2ccc(F)cc2)nnc1-c1cc(OC)c(OC)c(OC)c1,-6&2
Cn1cc(S(=O)(=O)NC[C@H](O)C2CCCCC2)cn1,-4
Nc1nonc1-n1nnc(C(=O)NN=Cc2cccnc2)c1CSc1ccccc1,11
O=C(Cc1csc(NC(=O)c2ccc[nH]c2=O)n1)NCC1CCCO1 (stereo not given),-10
Cc1nc(-c2ccc(N3CCN(C(=O)c4cc(-c5ccc(F)cc5)nn4C)CC3)nc2)no1,-4
Cc1c(C(=O)NCCc2cccs2)oc2c1C(O)CC(C)(C)C2 (stereo not given),2
CCc1cc2c(=O)nc3n(c2s1)Cc1ccccc1C3=C(O)c1cccc([N+](=O)[O-])c1,6
C=C(C)CNC(=S)NN=CC1=CCC2CC1C2(C)C (stereo not given),4
O=C(NC[C@@H](O)Cc1ccccc1)c1ccc(OC(F)(F)F)cc1,-12
C=CCN1C(=O)CC(Nc2ccc(CC)cc2)C1=O (stereo not given),-1
CCc1noc(-c2cnc3nc(C)ccc3c2Nc2ccc3c(c2)OCCO3)n1,-35
COC(=O)c1ccccc1NC(=O)c1ccc(N2CCC(Cc3ccccc3)CC2)nn1,-2
COc1cc2ccccc2cc1C(=O)Nc1cc(C)nn1C,3
CS(=O)(=O)Nc1cccc(C2=NN(S(=O)(=O)c3ccc(F)cc3)C(c3ccccc3F)C2)c1 (stereo not given),4
Cc1ccc(S(=O)(=O)N2CCN(C(=O)C(C)(C)C)CC2)cc1,-11
CC(C)C(=O)NCC1CN(c2ccc(F)cc2)C(=O)O1 (stereo not given),5
N#C/C(=C/c1ccc(-c2cccc(C(F)(F)F)c2)o1)C(=O)Nc1sc2c(c1C(N)=O)CCCC2,0
CC(C)C(=O)N1CCCc2cc(NC(=O)Nc3cccs3)ccc21,3
Cc1ccc(C(CNC(=O)c2ccc3c(c2)OCO3)N2CCOCC2)cc1 (stereo not given),-20
Cc1cc2oc(C(=O)Nc3sc4c(c3C#N)CCCC4)c(C)c2cc1C,-9
COc1ccc(C(=O)NN=Cc2ccc(OC)c(COc3ccc(F)cc3F)c2)cc1,-7
O=C(NCC(O)c1ccoc1)c1cc2ccccc2o1 (stereo not given),-3
O=C(Nc1nnc(-c2cc3ccccc3o2)o1)c1ccc([N+](=O)[O-])s1,-2
CCS(=O)(=O)c1cccc(C(=O)Nc2ccc([N+](=O)[O-])cc2OC)c1,9
O=C(O)c1cc2cccnc2[nH]c1=O,-16&10
CCOc1ccc(NC(=O)Cn2nc(-c3ccccc3)c3sc(N4CCOCC4)nc3c2=O)cc1,-6

# Retrieved by structure from above (seven):
SMILES,SSB-PriA inh
Cc1cc2oc(C(=O)Nc3sc4c(c3C#N)CCCC4)c(C)c2cc1C,-9
CC(C)C(=O)NCC1CN(c2ccc(F)cc2)C(=O)O1 (stereo not given),5
O=C(O)c1cc2cccnc2[nH]c1=O,-16&10
COC(=O)c1ccccc1NC(=O)c1ccc(N2CCC(Cc3ccccc3)CC2)nn1,-2
N#C/C(=C/c1ccc(-c2cccc(C(F)(F)F)c2)o1)C(=O)Nc1sc2c(c1C(N)=O)CCCC2,0
CCOc1ccc(NC(=O)Cn2nc(-c3ccccc3)c3sc(N4CCOCC4)nc3c2=O)cc1,-6
Cc1ccc(C(CNC(=O)c2ccc3c(c2)OCO3)N2CCOCC2)cc1 (stereo not given),-20

# Following part
SMILES,SSB-PriA inh
O=C(Nc1nc2ccc(Cl)cc2s1)C1CN(C(=O)COc2ccccc2F)C1,-12
COc1ccc2c(c1)CCCC2(O)CNS(=O)(=O)c1ccc(-c2coc(C)n2)cc1 (stereo not given),-20
CCc1ccc2ncc3c(-c4ccc(F)cc4)n[nH]c3c2c1,-13
O=C(CSCc1ccccc1)NCCCn1nc(-c2cccnc2)ccc1=O,-2
C=C(C)C1CC=C(C)C(=NNC(=O)c2ccc(NC(=O)c3cccc(C)c3)cc2)C1 (stereo not given),-5
CNC(=O)Cc1ccc(NS(=O)(=O)c2ccc3c(c2)CCCC3)cc1,-4
Cc1ccc(Nc2nn(CC(=O)Nc3ccc(C)c(C)c3)c(N)c2S(=O)(=O)c2ccccc2)cc1,10
CCOc1cc(C(=O)N2CCN=C2SCc2cccc(C(F)(F)F)c2)cc(OCC)c1OCC,-22
COc1ccc(NC(=O)Cn2nc(-c3cccs3)c3sc(N4CCCC4)nc3c2=O)c(OC)c1,-4
COc1cc(NC(=O)Cc2ccccc2C)ncn1,1
O=C(NC1CC(=O)N(c2ccccc2)C1)C1c2ccccc2Oc2ccccc21 (stereo not given),-5
COC(=O)N1CCc2ccc(NC(=O)Nc3ccccc3Cl)cc2C1,-5
O=C(CC(=O)NN=Cc1c(Cl)cccc1Cl)NCc1cccnc1,3
Cc1nc(C(=NO)C(N)=O)cs1,-16
Cc1nn(S(=O)(=O)c2ccc(C(C)(C)C)cc2)c(C)c1S(=O)(=O)N(C)c1ccccc1,-12
COc1cc(C(C)=NNC(=O)CSc2nc3ccccc3n2C)ccc1O,-6
CC(=NNC(=O)CCC(=O)NCc1ccccc1)c1ccc([N+](=O)[O-])cc1,5
O=C(Nc1ccccc1CCc1ccccn1)c1cn(C[C@H](O)c2ccccc2F)nn1,-12
O=S(=O)(NCCC(O)C1CCOCC1)c1ccccc1Br (stereo not given),-7
Cc1ccc(S(=O)(=O)N2CCCC(C(=O)Nc3nnc(Cc4cccs4)o3)C2)cc1 (stereo not given),12
Cc1ccc(S(=O)(=O)NN=Cc2cccc([N+](=O)[O-])c2)cc1,5
COc1cccc(C(=O)N2CCN(c3oc(/C=C/c4cccs4)nc3C#N)CC2)c1,22
COc1ccc(C=NNC(=O)c2cc(C)n(-c3ccccc3)c2C)cc1OC,-2
CCOc1ccc(NS(=O)(=O)c2cccc(F)c2)cc1,-17
CC(=NNC(=O)CNc1ccc(F)cc1)c1cc2ccccc2o1,9
O=C(Cn1cnc2ccccc2c1=O)N1CCC(n2c(=O)[nH]c3ccccc3c2=O)CC1,7
C=C(C)Cn1c(Cc2ccccc2)nc2ccccc21,-7
Cc1cc(C)n(N=Cc2cccc(O)c2)c(=O)c1C(N)=O,-4
Cc1ccc2c(c1)C(=O)C[C@@H](c1ccc(Cl)cc1Cl)O2,-17
O=C(Nc1cccs1)N(Cc1ccco1)C1CCOCC1,11

# Molecules above containing a furan ring, fused or not (nine):
SMILES,SSB-PriA inh
N#Cc1c(N=CN2CCCC2)oc(-c2ccccc2)c1-c1ccccc1,-19
O=C(NC(=S)NCc1ccco1)c1ccc(Br)o1,45*
Cc1c(C(=O)NCCc2cccs2)oc2c1C(O)CC(C)(C)C2 (stereo not given),2
N#C/C(=C/c1ccc(-c2cccc(C(F)(F)F)c2)o1)C(=O)Nc1sc2c(c1C(N)=O)CCCC2,0
Cc1cc2oc(C(=O)Nc3sc4c(c3C#N)CCCC4)c(C)c2cc1C,-9
O=C(NCC(O)c1ccoc1)c1cc2ccccc2o1 (stereo not given),-3
O=C(Nc1nnc(-c2cc3ccccc3o2)o1)c1ccc([N+](=O)[O-])s1,-2
CC(=NNC(=O)CNc1ccc(F)cc1)c1cc2ccccc2o1,9
O=C(Nc1cccs1)N(Cc1ccco1)C1CCOCC1,11

# (list continues)
SMILES,SSB-PriA inh
COc1ccc(C2CC(c3c(-c4ccccc4)c4cc(Br)ccc4[nH]c3=O)=NN2)cc1 (stereo not given),-4
Cc1nc(NC(=O)COc2ccnc3c2CCCC3)sc1C,-9
Cc1noc(C)c1CC(=O)N1CCC(Oc2ccc(N(C)C)nn2)C1 (stereo not given),-4
O=C(CSc1ncn[nH]1)NN=Cc1ccc(F)cc1,-5
CCOc1ccccc1C(=O)Nc1ccc2c(c1)CN(S(=O)(=O)c1ccccc1)CC2,-13
COC(=O)N1CCC(CNC(=O)Cc2cccc3ccccc23)CC1,-5
O=[N+]([O-])c1cc([N+](=O)[O-])c2ccccc2c1N1CCOCC1,9
COc1ccc(CCS(=O)(=O)NCC(O)c2cccn2C)cc1 (stereo not given),18
Cc1cc(NC(=O)c2ccc(F)cc2)n(-c2nc3c(cnn3-c3cccc(C)c3C)c(=O)[nH]2)n1,2
CCN=c1scc(-c2ccccc2)n1N=Cc1ccccn1,37
CC(C)N1CCC(CNC(=O)c2ccc(Cl)c(Cl)c2)CC1,1
CCCc1ccc(OCc2ccc(C(=O)NN=Cc3cccc([N+](=O)[O-])c3)o2)c(OC)c1,-17
CCn1ccnc1N1CCN(CC(=O)NCc2ccc(C)cc2)CC1,5
CCOc1ccc(NC(=O)C(C)Cn2nc(C)c(C)c2C)cc1 (stereo not given),-10
CC(=NNC(=O)c1c(Cl)cnn1C)c1ccc(NC(=O)c2ccncc2)cc1,-9
CS(=O)(=O)C1CCN(C(=O)COc2ccccc2F)CC1,2
CS(=O)(=O)N1N=C(c2ccccc2Cl)CC1c1ccc2nccnc2c1 (stereo not given),-2
COc1ccc(-c2nnc(NC(=O)Cc3ccc(F)cc3)s2)c(OC)c1,-7
Cc1cc(C)cc(S(=O)(=O)NCCNC(=O)c2ccc(NC(=O)C(C)(C)C)cc2)c1,-11
Cc1nnc(SCC(=O)Nc2ccc(S(N)(=O)=O)cc2)s1,1
CCN(CC)C(=O)c1cnc2nc(C)ccc2c1Nc1cc(OC)c(Cl)cc1OC,-1
COc1cn(CC(=O)N2CCCc3ccccc32)c(CSc2ccc(Cl)cc2)cc1=O,-13
O=C(Nc1ncc(Cc2ccccc2Cl)s1)c1cc2ccccc2o1,7
O=C(NCCCN1CCCC1=O)C(=O)NC[C@@H](c1ccco1)N1CCN(c2ccccc2)CC1,-4
COC(=O)c1cc(OC)c(OC)cc1NC(=O)c1ccc2c(c1)OCCO2,-3
CC(C)(C)S(=O)(=O)c1ccc(N2CCN(c3ccccn3)CC2)nn1,-14
O=C(NCc1ccco1)c1sccc1S(=O)(=O)N1CCN(c2ccccc2F)CC1,-12&0
Cc1cc(Cl)ccc1OCCCC(=O)N=Nc1c(O)[nH]c2ccc(Br)cc12,-16
COc1ccc(S(=O)(=O)Nc2ccccc2C(=O)O)cc1OC,-13
O=C(NCCC(O)c1ccsc1)c1ccccc1Cl (stereo not given),-5
COc1ccc2[nH]c(C(=O)NN=Cc3ccccc3OC)cc2c1,-2
Cc1ccc(N2CCCS2(=O)=O)cc1NC(=O)C(=O)NC1CC1,-5
CC(=NNC(=O)c1ccccc1F)c1ccc2c(c1)Nc1ccccc1S2,3
O=C(c1ccccc1)c1ccc(OC[C@@H](O)CN2CCN(c3ccccn3)CC2)cc1,-2
CCc1ccc(NC(=O)CSc2ncc(S(=O)(=O)c3ccc(OC)cc3)c(=O)[nH]2)cc1,-5
CSc1ccc([C@@H](O)CNC(=O)c2cccc(Br)c2)cc1,6
CCCCN1C(=O)c2cccc3c(NC(=O)CS(=O)(=O)c4ccc(F)cc4)ccc1c23,-13

# Assay outcomes as filed in PubChem BioAssay.
